PfHsp40 rescue = restores yeast growth despite PfHsp40 toxicity. growth rescue, % at 12.5 µM. S. cerevisiae expressing PfHsp40, growth rescue, ATP luminescence. AID 504582. 0.68% of 340,000 active; in the data active = growth rescue above about 28%, passing the limit was not always enough;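 note: yeast W303a lacking pdr1 and pdr3 grown in galactose medium; growth measured after three days at 30 °C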
TcdB GH inh = blocks C. difficile toxin B glycohydrolase activity; 0.24% of 350,000 active; AID 652162; P18177; inhibition, % at 9.99 µM; TcdB glycohydrolase enzymatic assay, plate reader; in the data active = inhibition above about 10%
3CLpro inhibitor = SARS-CoV 3CLpro protease inhibition; recombinant SARS-CoV 3CLpro, quenched FRET peptide cleavage; inhibition, % at 6 µM; P0C6X7; AID 1706; 0.14% of 290,000 active; in the data active = inhibition above about 12%
The depositor's hits bear a star; nt = no result given. Not all compounds are listed; count on the stated rates, not on these rows.

| structure | PfHsp40 rescue | TcdB GH inh | 3CLpro inhibitor |
| --- | --- | --- | --- |
| Cc1ccc(S(=O)(=O)N/N=c2\oc3ccccc3cc2C(=O)Nc2cccc(C)c2)cc1 | nt | nt | 0.2 |
| COc1ccc(/C=C2\CCCC(C(=O)C(F)(F)F)=C2O)cc1OC | nt | nt | -0.1 |
| CCN(c1ccccc1)S(=O)(=O)c1ccc(Cl)c(NC(=O)COC(=O)c2cc(O)c3ccccc3c2O)c1 | nt | nt | 3.3 |
| CCC(c1nnnn1C(C)(C)C)N(CCOC)Cc1cc2cccc(C)c2n2nnnc12 (centres undefined) | nt | nt | -5.8 |
| CC(C)N(C(=O)c1ccc2nc3c4ccccc4c4ccccc4c3nc2c1)C(C)C | nt | nt | 1.1 |
| COc1ccc(C(=O)N=c2c(C#N)cc3c(=O)n4cccc(C)c4nc3n2Cc2ccco2)cc1 | nt | nt | -0.2 |
| Cc1ccc(C(=O)Nc2ccc(C(=O)N/N=C/c3ccncc3)cc2)cc1 | nt | nt | 1.8 |
| O=[N+]([O-])C(=c1ccc2c(c1)N1C3=C(CCCC3)CC3CCCCC31N=2)[N+](=O)[O-] (centres undefined) | nt | nt | 5.7 |
| Cc1ccc(NC(=O)CCNS(=O)(=O)c2cc(Br)cnc2N)c(Cl)c1 | nt | nt | -2.9 |
| CC1=CC2=NC(=O)CC(C)(C(=O)N(CC(=O)NC(C)C)C3CCCC3)N2C=C1 (centres undefined) | nt | nt | 2.5 |
| CCCCCNc1nc(-c2ccccc2)cs1 | nt | nt | -3.7 |
| O=C1c2ccccc2C(=O)N1c1cccc(-c2csc(Nc3ccc4c(c3)OCO4)n2)c1 | nt | nt | 0.1 |
| Cc1ccc(Cn2ccc(NC(=O)c3cc4nc5c(c(C(F)(F)F)n4n3)CCc3ccccc3-5)n2)cc1 | nt | nt | -0.8 |
| Cc1cccc(-n2c(-c3cccc([N+](=O)[O-])c3)nc3nc4ccccc4nc32)c1 | nt | nt | 0.7 |
| CCCCNC(=O)Oc1cc(CCl)on1 | nt | nt | 2.1 |
| C=C(C)C1Cc2c(C)nn(-c3cc(C)c4ccccc4n3)c2C1 (centres undefined) | nt | nt | -5.9 |
| CCCCC(=O)Nc1ccccc1C(C)C | nt | nt | -3.8 |
| O=C(c1ccc(Cn2c(=S)[nH]c3cc4c(cc3c2=O)OCO4)cc1)N1CCN(c2ncccn2)CC1 | nt | nt | 2.3 |
| CCOC(=O)c1cc2c(=O)n3cccc(C)c3nc2n(C)c1=N | nt | nt | -3.0 |
| O=C(COc1ccc(Cl)cc1Cl)NC(=S)Nc1ccccc1C(=O)O | nt | nt | 2.4 |
| O=C(Oc1ccc(OC(=O)N2CCCCC2)cc1)N1CCCCC1 | nt | nt | 2.4 |
| Cc1nc(NC2=NC(C(=O)Nc3ccc(Cl)cc3)CC(=O)N2)nc2ccccc12 (centres undefined) | nt | nt | -0.1 |
| C=C1SC(=Nc2ccccc2Cl)N(C(=O)c2sc3ccccc3c2Cl)C12CCCCC2 | nt | nt | -1.9 |
| CN(c1ccccc1)c1ccc(/C=c2\s/c(=C(/C#N)C(=O)C(C)(C)C)n(Cc3ccco3)c2=O)cc1 | nt | nt | -12.8 |
| Cc1cc(C(F)(F)F)n(-c2nc(C(=O)Nc3ccccc3Oc3ccccc3)cs2)n1 | nt | nt | 2.0 |
| Cn1c(C(C)(O)C(O)c2ccccc2)nc2ccccc21 (centres undefined) | nt | nt | -3.1 |
| O=[N+]([O-])c1ccc(-c2nnc(S)n2-c2ccccc2)cc1 | nt | nt | 7.2 |
| COc1ccc(-n2c(=O)c3c4c(sc3n(Cc3cccc(F)c3)c2=O)CN(C(C)=O)CC4)c(OC)c1 | nt | nt | 6.0 |
| CN=C1S/C(=C\c2cn(C(C)=O)nc2-c2ccccc2)C(=O)N1C | nt | nt | 5.3 |
| Nc1sc(-c2ccccc2)cc1C(=O)O | nt | nt | 8.3 |
| COc1ccccc1C(C)NS(=O)(=O)c1cccs1 (centres undefined) | nt | nt | -0.5 |
| CCOc1[nH]n(-c2ccc(Cl)cc2)c(=O)c1C=Nc1ccc(C)cc1 | nt | nt | -0.5 |
| COc1cccc(N/C(N)=N/c2nc(CSc3ccccn3)cc(=O)[nH]2)c1 | nt | nt | -0.2 |
| CC(=O)c1ccc(N2CCN(C(=O)Cn3c(=S)[nH]c4ncccc4c3=O)CC2)cc1 | nt | nt | 3.8 |
| CC1=C(C(=O)Nc2ccccc2)C(c2sccc2C)n2nnnc2N1 (centres undefined) | nt | nt | -0.6 |
| Cc1ccccc1C(=O)Nn1c(C)ccc1C | nt | nt | 2.1 |
| COc1ccc(/C=C2\Sc3ccc(C(=O)N4CCc5ccccc5C4)cc3N(C)C2=O)cc1 | nt | nt | -3.4 |
| Cc1ccc(N2C(=O)c3ccccc3C2O)nc1 (centres undefined) | nt | nt | -0.8 |
| CC(C)c1nc2sc3c(=O)[nH]c(=S)[nH]c3c2c2c1CCC2 | nt | nt | 2.9 |
| CSCCNC(C)=O | nt | nt | -6.8 |
| CCOC(=O)c1[nH]c2cc(OC)c(OC)cc2c1NC(=O)CN1CCN(C)CC1 | nt | nt | -1.8 |
| CCCc1nc(SCC(=O)N2CCc3ccccc32)c2c(C)c(C)sc2n1 | nt | nt | 1.1 |
| CCN1C(=O)/C(=C2\SC(=S)N(CC3CCCO3)C2=O)c2ccccc21 (centres undefined) | nt | nt | 0.6 |
| CCOC(=O)CN(C)Cc1c[nH]c2ccccc12 | nt | nt | -7.1 |
| COc1cc(-n2c(C)nc3cc(C(=O)NCCN4CCOCC4)ccc32)cc(OC)c1OC | nt | nt | 2.0 |
| Cc1cc(C(=O)O)ccc1-n1c(C)ccc1C | nt | nt | -1.4 |
| O=c1c2ccccc2nc2n1CC/C2=C\c1ccccc1[N+](=O)[O-] | nt | nt | 5.5 |
| CCN(CC)C1CC(=O)N(c2cccc(C)c2)C1=O (centres undefined) | nt | nt | -0.3 |
| CC(C)CNC(=O)CC(NCC(C)C)C(=O)O (centres undefined) | nt | nt | -9.0 |
| N#Cc1c(SCc2nc3ccccc3[nH]2)nc2c(c1C(F)(F)F)CCC2 | nt | nt | 2.9 |
| C=CCN(CC#CCOc1ccccc1OC)CC=C | nt | nt | -0.2 |
| CN(C)c1ccc(/C=c2/sc3n(c2=O)NC2(c4ccccc4)N(C)C(=O)N(C)C2(c2ccccc2)N=3)cc1 (centres undefined) | nt | nt | 2.0 |
| CCOC(=O)C(=Cc1ccc(F)cc1)C(=O)OCC | nt | nt | -6.5 |
| COc1ccc(N(CC(=O)N/N=C/c2cc3ccc(OC)cc3nc2Cl)S(=O)(=O)c2ccccc2)cc1 | nt | nt | -3.5 |
| Cc1ccc(CSCC2Nc3ccc(C(=O)N4CCN(c5cccc(C)c5)C(C)C4)cc3NC2=O)cc1 (centres undefined) | nt | nt | -6.2 |
| O=[N+]([O-])c1cc(-c2ccc([As](=O)(O)O)cc2)ccc1[As](=O)(O)O | nt | nt | -0.1 |
| CCCOc1nc2c(c(=O)n(C)c(=O)n2C)n1CC | nt | nt | 0.6 |
| Cc1ccc(S(=O)(=O)N2CCC(C(=O)Nc3nnc(C45CC6CC(CC(C6)C4)C5)s3)CC2)cc1 | nt | nt | -6.3 |
| CCOC(=O)C(Sc1ncnc2c1sc1nc(N3CCOCC3)c3c(c12)CCCC3)c1ccccc1 (centres undefined) | nt | nt | -4.4 |
| COc1ccc(N/C(=C(/C(Cl)=C(Cl)Cl)[N+](=O)[O-])n2nnc3ccccc32)cc1 | nt | nt | 0.1 |

(listing goes on)
| structure | PfHsp40 rescue | TcdB GH inh | 3CLpro inhibitor |
| --- | --- | --- | --- |
| Cc1ccc(Nc2nc(C3CC3)cs2)cc1 | nt | nt | -1.1 |
| O=c1oc2c(Cl)cc(Cl)cc2cc1-c1nnc(Nc2ccccc2F)s1 | nt | nt | -0.8 |
| CCCN1C2=C(C(=O)CCC2)C(c2ccc(F)cc2)C2=C1c1ccccc1C2=O (centres undefined) | nt | nt | 3.2 |
| Cc1ccc(-c2nc(SCC(=O)Nc3ccccc3OC(F)F)c3c(C)c(C(=O)O)sc3n2)cc1 | nt | nt | -2.1 |
| CCOC(=O)c1ccccc1NC(=O)CN(c1ccc(OCC)cc1)S(C)(=O)=O | 0.8 | nt | 0.9 |
| CC=Cc1ccc2n(c1=O)C[C@H]1[C@H](CO)[C@@H](C(=O)NCC(F)(F)F)N(CC)[C@@H]21 (mixture of isomers) | nt | -1.3 | nt |
| COc1ccc2c3c([nH]c2c1)[C@@H](CO)N(Cc1cccc(F)c1)CC31CN(CC2CC2)C1 | nt | 0.1 | nt |
| N#C[C@@H]1[C@H](c2ccc(C#CCC3CCCC3)cc2)[C@H](CO)N1C(=O)c1ccccn1 | nt | -0.1 | nt |
| N#C[C@H]1[C@H](c2ccccc2C2=CCCCC2)[C@H](CO)N1C(=O)Cc1ccncc1 | nt | 0.3 | nt |
| C[C@@H]1CN([C@H](C)CO)C(=O)c2cccc(NC(=O)c3ccncc3)c2O[C@H]1CN(C)C(=O)Nc1cccc2ccccc12 | nt | 0.7 | nt |
| CCCNC(=O)N[C@H]1CC[C@H](CC(=O)NC2CCC2)O[C@H]1CO | nt | -0.6 | nt |
| Cc1noc(C)c1NC(=O)Nc1ccc2c(c1)C(=O)N([C@H](C)CO)C[C@@H](C)[C@@H](CN(C)Cc1ccc(C(=O)O)cc1)O2 | nt | 1.5 | nt |
| C[C@H]1CN([C@@H](C)CO)C(=O)Cc2cc(NC(=O)Nc3ccc4c(c3)OCO4)ccc2O[C@@H]1CN(C)C(=O)Nc1cccc2ccccc12 | nt | 0.2 | nt |
| C[C@@H]1CN([C@@H](C)CO)S(=O)(=O)c2ccc(C#C[C@@H](C)O)cc2O[C@@H]1CN(C)Cc1ccncc1 | nt | -0.6 | nt |
| C[C@@H]1CN([C@H](C)CO)C(=O)Cc2cc(NC(=O)Nc3ccccc3)ccc2O[C@H]1CN(C)Cc1ccc(C(F)(F)F)cc1 | nt | -1.2 | nt |
| CCS(=O)(=O)N1CC(=O)N2[C@H](CO)[C@@H](c3ccc(C#CC4CC4)cc3)[C@@H]2C1 | nt | 0.0 | nt |
| Cc1ccccc1S(=O)(=O)N1C[C@@H](O)COC[C@H]2O[C@H](CC(=O)N3CCOCC3)CC[C@@H]21 | nt | -0.9 | nt |
| CNC[C@@H]1OCCCC[C@@H](C)Oc2ccc(N(C)C)cc2C(=O)N([C@@H](C)CO)C[C@H]1C | nt | -30.0 | nt |
| COc1ccccc1S(=O)(=O)N[C@@H]1C=C[C@@H](CC(=O)N2CCCCC2)O[C@H]1CO | nt | -0.3 | nt |
| CC(=O)N1CC[C@@H]2[C@H](CO)Nc3ccc(-c4cccc(F)c4)cc3[C@@H]21 | nt | 0.7 | nt |
| CCCN(C)C[C@H]1OCCCC[C@H](C)Oc2ccc(NS(=O)(=O)c3ccccc3)cc2C(=O)N([C@H](C)CO)C[C@H]1C | nt | -0.1 | nt |
| CNC[C@H]1Oc2ccc(NC(=O)Cc3cn(C)c4ccccc34)cc2C(=O)N([C@@H](C)CO)C[C@@H]1C | nt | 0.5 | nt |

Screening results: PubChem, several laboratories
